# Bioassay records as filed in PubChem.
# Tb PFK inh: qHTS Assay to Find Inhibitors of T. brucei phosphofructokinase; ATP-dependent 6-phosphofructokinase (Trypanosoma brucei brucei), O15648; T. brucei PFK, ADP-Glo luminescence; Potency, µM (titrated, usually from 57.5 µM), without a hit: at the highest dose activity, negative = inhibition, hits mostly inhibitors; actives 0.17% (n = 330,000);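 note: potency is the fitted concentration of half-maximal effect; 0% = uninhibited 1x PFK enzyme wells and -100% = no-enzyme wells; nearly all actives have a fitted effect of over 60% in size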
#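 1.25 nM PFK with 0.5 mM F6P and 0.1 mM ATP in 0.1 M TEA pH 8.0, 5 mM MgCl2, incubated 45 min at room temperature; ADP measured by ADP-Glo luminescence; compounds titrated up to 57 uM.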
# Giardia killer: Small Molecules that selectively kill Giardia lamblia: qHTS; activity change, % at 7.66 µM, hits read low; actives 0.15% (n = 340,000); Giardia lamblia trophozoite viability; in the data active = activity change below about -80%; inconclusive = between about -30% and that limit;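 note: parasites exposed to compound for two days anaerobically before the ATP read; % is set by controls: 0 for no effect and ±100 for the full control effect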
#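 Giardia lamblia trophozoites (100 cells/well) were incubated with compounds for 48 h at 37 deg C under anaerobic conditions. Viability was read as ATP content by one-step luminescence after 15-30 min at room temperature.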
# PKM2 activator: qHTS Assay for Activators of Human Muscle isoform 2 Pyruvate Kinase. Pyruvate kinase PKM (Homo sapiens), P14618. purified PKM2, Kinase-Glo ATP luminescence, activation; response scale: 0% is enzyme alone, no compound. Potency, µM (top dose mostly 57.5 µM), for the others: top-dose activation, most hits filed as activators. AID 1631, 2009. actives 0.34% (n = 260,000); note: potency is the fitted concentration of half-maximal effect; % is set by controls: 0 for no effect and ±100 for the full control effect; nearly all actives have a fitted effect of over 55% in size
#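 ATP formation by purified human PK-M2, quantified via coupled luciferase luminescence after 1 h at room temperature with 0.1 mM ADP and 0.5 mM PEP final.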
# TSG101-PTAP inh: qHTS Assay for Iinhibitors of HIV-1 Budding by Blocking the Interaction of PTAP/TSG101. Tumor susceptibility gene 101 protein (Homo sapiens), Q99816. Fluorescence polarization, FITC-PTAP peptide / Tsg101 binding. Potency, µM (titrated, usually from 115 µM), for the others: at the top dose activity change, negative = inhibition, most hits filed as inhibitors. 340,000 tested, under 10 active; active = well fitted inhibition curve with a large enough effect in the main read-out, with a control signal flat, not every such curve was filed as active; inconclusive = small, poorly fitted or top-dose-only effect, or effect the other way, or a change in a side signal; inactive = no such curve, though single readings can be large or run the other way; note: potency is the fitted concentration of half-maximal effect; % of control where 0% means no effect
#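 Compounds were pin-transferred onto Tsg101 binding domain (10 uM final) in HEPES pH 7.5 buffer, then FITC-PTAP peptide was added at 50 nM final. After 20 min at RT, polarization reported peptide displacement across a qHTS concentration series.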
# Chronic BCR inh: qHTS Assay to Find Inhibitors of Chronic Active B-Cell Receptor Signaling; ABC-DLBCL IkBa-CBG/CBR reporter, luminescence ratio, 4 h; Potency, µM (series often up to 46.1 µM), inactives show at the highest dose ratio change, negative = lower green/red ratio, most hits filed as inhibitors; actives 0.05% (n = 340,000); AID 493014, 2011; active = well fitted inhibition curve with a large enough effect in the signal ratio, with a control signal flat, not every such curve was filed as active; inconclusive = small, poorly fitted or top-dose-only effect, or effect the other way, or a change in a side signal; the % refers to the signal ratio;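 note: potency is the fitted concentration of half-maximal effect; plate controls were basal doxycycline-induced cells for no effect and cells given 10 µM MG132 for full effect; MG132 reads +100%, hits lower the ratio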
#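 TMD8 ABC-DLBCL cells carrying doxycycline-inducible green luciferase fused to IkappaBalpha plus unfused red luciferase were exposed to compounds (up to 46 uM) for 4 hrs at 37C. Activity came from the overlap-corrected green/red luminescence ratio.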
# Integrin act MD: qHTS for Activators of Integrin-Mediated Alleviation for Muscular Dystrophy | actives 0.064% (n = 350,000) | alpha7betagal myoblasts, beta-gal FDG fluorescence, 48 h | Potency, µM (doses to about 38.3 µM), without a hit: at the top dose activation, actives largely listed as activators | AID 624291, 2012;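 note: potency is the fitted concentration of half-maximal effect; 100% = response of the positive control SU9516; nearly all actives have a fitted effect of over 60% in size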
#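 Alpha7betagal+/- myoblasts (passage 13) were plated 16-24 hr, then exposed to compounds (1:260 dilution of DMSO stock) for 48 hours at 37C. After MPER lysis, β-galactosidase reporter activity was read as FDG fluorescence (ex 480/em 540) after 30 minutes.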
# FBPA coupling cs: qHTS Assay for Inhibitors of Fructose-1,6-bisphosphate Aldolase from Giardia Lamblia: Coupling assay counterscreen; actives 0.67% (n = 290,000); activity change, negative = inhibition, % at 58.2 µM, hits read low; coupling enzyme system counterscreen, AmpLite Red fluorescence; in the data active = activity change below about -30%; note: % is set by controls: 0 for no effect and ±100 for the full control effect
#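 Activity here indicates interference with the coupling reaction, not aldolase inhibition. Compounds at 57.5 uM final met coupling enzymes for 10 min at RT; substrate and AmpLite Red detection followed, with a 525/598 nm fluorescence read after 20 min.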
# B2AR arrestin: qHTS assay of beta-arrestin-biased ligands of beta2-adrenergic receptor; beta-arrestin recruitment to beta2AR, cell-based reporter; Potency, µM (highest dose often 46.1 µM), for inactives: top-dose activation, actives largely listed as activators; actives 0.02% (n = 330,000); AID 492947, 2010;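 note: potency is the fitted concentration of half-maximal effect; 0% = DMSO controls and full agonism = EC100 isoproterenol or metaproterenol; nearly all actives have a fitted effect of over 65% in size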
# Target sequence (P07550 whole entry, looked up): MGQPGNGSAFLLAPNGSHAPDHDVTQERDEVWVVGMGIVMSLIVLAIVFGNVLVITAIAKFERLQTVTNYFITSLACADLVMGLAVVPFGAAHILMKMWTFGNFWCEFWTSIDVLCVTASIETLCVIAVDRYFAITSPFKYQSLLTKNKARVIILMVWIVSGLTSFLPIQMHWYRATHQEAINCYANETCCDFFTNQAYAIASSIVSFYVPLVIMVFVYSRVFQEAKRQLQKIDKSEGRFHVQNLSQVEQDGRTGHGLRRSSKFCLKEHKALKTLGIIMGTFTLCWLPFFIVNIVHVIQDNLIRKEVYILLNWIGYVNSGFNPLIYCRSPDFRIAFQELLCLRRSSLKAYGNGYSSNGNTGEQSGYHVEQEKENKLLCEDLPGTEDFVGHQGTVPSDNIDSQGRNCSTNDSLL
# Menin MLL FP TR: qHTS Assay for Inhibitors Targeting the Menin-MLL Interaction in MLL Related Leukemias: Competition With Texas Red Labeled MLL-derived Mutant Peptide; Menin + Texas Red MLL mutant peptide, fluorescence polarization; Potency, µM (series often up to 61.6 µM), inactives show at the top dose FP activity change, negative = inhibition, usual class: inhibitors; actives 0.23% (n = 270,000); AID 1768, 2009; active = well fitted inhibition curve with a large enough effect in the polarisation, with a control signal flat, not every such curve was filed as active; inconclusive = small, poorly fitted or top-dose-only effect, or effect the other way, or a change in a side signal; inactive = no such curve, though single readings can be large or run the other way; the % refers to the polarisation; note: potency is the fitted concentration of half-maximal effect; % of control where 0% means no effect; many of its hits are not listed in these tables
# GALK inh: qHTS Assay for Inhibitors of Human Galactokinase (GALK) | AID 1868, 2009 | P51570 | Purified GALK, Kinase-Glo residual ATP luminescence | actives 0.007% (n = 270,000) | Potency, µM (series often up to 57.5 µM), for the others: at the top dose activity change, negative = inhibition, most hits filed as inhibitors; note: potency is the fitted concentration of half-maximal effect; % is set by controls: 0 for no effect and ±100 for the full control effect
#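 Compounds were pin-transferred into ATP buffer (35 uM final), then GALK plus galactose (5 nM, 100 uM final) was added. After 1 h at room temperature, Kinase-Glo Plus was added and luminescence read after 10 min.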
# ASM inhibitor: Inhibitors of Secretory Acid Sphingomyelinase (S-ASM): qHTS. Sphingomyelin phosphodiesterase (Homo sapiens), P17405. placental ASM, HMU-PC fluorogenic substrate, 60 min. actives 0.006% (n = 340,000). Potency, µM (series often up to 57.5 µM), for inactives: at the top dose activity change, negative = inhibition, most hits filed as inhibitors. AID 504937, 2011; note: potency is the fitted concentration of half-maximal effect
# Target sequence (P17405 47-631 limits assumed): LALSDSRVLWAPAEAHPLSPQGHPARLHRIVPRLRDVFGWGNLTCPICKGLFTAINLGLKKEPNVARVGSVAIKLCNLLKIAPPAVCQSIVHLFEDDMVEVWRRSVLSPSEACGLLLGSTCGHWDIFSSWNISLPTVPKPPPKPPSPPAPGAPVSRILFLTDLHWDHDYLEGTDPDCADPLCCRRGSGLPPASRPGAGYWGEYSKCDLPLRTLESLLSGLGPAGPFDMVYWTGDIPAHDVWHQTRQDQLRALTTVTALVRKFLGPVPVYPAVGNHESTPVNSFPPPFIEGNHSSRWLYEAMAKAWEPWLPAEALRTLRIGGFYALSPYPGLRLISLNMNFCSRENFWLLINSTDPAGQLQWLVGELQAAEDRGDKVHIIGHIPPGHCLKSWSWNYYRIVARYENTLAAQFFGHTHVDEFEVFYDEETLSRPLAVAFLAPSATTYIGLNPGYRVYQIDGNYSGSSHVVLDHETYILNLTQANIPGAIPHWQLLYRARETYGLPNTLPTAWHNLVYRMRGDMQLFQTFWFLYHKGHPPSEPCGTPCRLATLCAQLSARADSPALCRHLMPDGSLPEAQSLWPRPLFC
#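 HMU-PC0 cleavage (9 uM final) by human placental ASM, 60 min at 37 °C following 10 min compound exposure at RT; stopped at pH 10, fluorescence Ex 386/Em 447 nm.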
# The depositor's hits bear a star; ? = inconclusive; nt = no result given; [ ] = dose if it differs, or a comment. Unless noted, calls come from the whole dose curve; as a rule, active = well fitted curve in the direction sought with a large enough effect; inconclusive = small, poorly fitted or top-dose-only effect, or another doubt; inactive = no such curve, though single readings can be large; an effect the other way counts as inactive or inconclusive. The list is partial; rates above refer to the full screens.
SMILES,Tb PFK inh,Giardia killer,PKM2 activator,TSG101-PTAP inh,Chronic BCR inh,Integrin act MD,FBPA coupling cs,B2AR arrestin,Menin MLL FP TR,GALK inh,ASM inhibitor
O=C(NC1CCCCCC1)C1c2ccccc2C(=O)N1Cc1ccco1 (centres undefined),0.9%,4.4,-0.5%,-1.5%,1.7%,-10.5%[7.66 µM],4.1,-1.3%,-0.8%,-1.9%,1.6%
CCc1nn(CC(=O)NCCCN2CCOCC2)c(=O)c2cc3cc(F)ccc3n12,-0.9%,-27.1,-7.9%,-4.2%,5.4%,-16.6%,-1.4,0.5%,-11.5%,1.7%,-1.2%
O=c1cc2ncc(-c3[nH]ncc3[N+](=O)[O-])cn2[nH]1,5.9%,9.9,-3.5%,-5.5%,0.5%,?,-1.9,-0.1%,nt,-1.1%,-7.6%
Cc1ccc(S(=O)(=O)N2CCCC2)cc1C(=O)Nc1ccc(-n2cnnn2)cc1,-7.7%,-5.7,nt,-3.2%,-0.3%,6.9%,nt,0.0%,nt,nt,-3.5%
CCN(CC)CCCN(C(=O)c1ccccc1F)c1nc(-c2ccc(OC)cc2)cs1,-2.9%,12.2,2.1%,-4.6%,-4.6%,0.0%,-0.8,-0.3%,-20.0%,2.9%,0.9%
CCN(Cc1ccccc1)C(=O)COC(=O)c1cnc(C)cn1,2.1%,-6.8,-2.5%,-4.4%,5.3%,16.9%,0.3,0.5%,1.5%,0.2%,5.1%
Cc1nnc2sc(SCC(=O)N3CCC(C)CC3)nn2c1=O,-2.1%,-0.9,-1.6%,-9.7%,?,-7.2%,nt,-0.3%,nt,-6.5%,1.6%
C[C@@H]1CCC2[C@](C)(CO)[C@@H](O)CC[C@]2(C)[C@@]12CC[C@@](CO)(CC(=O)O)O2 (some centres undefined),-1.9%,5.5,nt,-1.8%,0.4%,3.5%,3.4,0.3%,8.0%,0.0%,2.0%
COC(=O)c1ccc(CSc2nnc(Nc3ccc(OC)cc3)s2)o1,1.2%,-0.2,1.5%,-3.3%,0.4%,9.5%,3.6,-0.2%,12.4%,1.8%,-2.6%
Cn1c(=O)[nH]c(=O)c2c1nc(SCc1ccccc1Cl)n2CC(N)=O,-1.5%,nt,-0.1%,nt,0.2%,nt,1.5,0.4%,7.2%,3.5%,nt
NC(=O)c1cc2cc(Cc3ccccc3Cl)ccc2oc1=O,2.9%,5.9,5.2%,-0.5%,8.1%,7.7%,5.2,0.4%,-1.0%,0.6%,41.3%[activator]
COc1cccc(N2C(=O)C3C(C2=O)C3(c2ccccc2)c2ccccc2)c1 (centres undefined),0.4%,-12.9,-2.7%,-4.7%,16.3%,16.4%,3.0,-0.3%,nt,-2.3%,-0.7%
Cc1cc(C)n(CCn2nc(C)cc2C)n1,-5.0%,-6.2,0.4%,-6.3%,0.7%,-30.6%,1.8,-0.3%,0.0%,1.7%,4.2%
Cc1ccc(OCC(=O)NNC(=O)c2ccccc2OCc2c(C)noc2C)cc1,8.4%,-5.0,nt,-1.3%,?,-7.8%,nt,-0.4%,nt,nt,4.0%
N#Cc1sc2nc(C3CC3)cc(-c3ccc(Cl)cc3)c2c1N,2.4%,28.8,-0.1%,-1.6%,?,?,-0.5,-0.2%,-24.5%,nt,29.6%
O=C(NNC1CC(c2ccccc2)=NN1C(=O)c1ccccc1)c1ccccc1 (centres undefined),-6.2%,10.7,1.1%,-0.8%,-3.5%,20.5%,-0.6,0.0%,-5.0%,-0.9%,-4.5%
O=C(Cc1ccccc1)NCc1n[nH]c(=S)n1-c1ccccc1,-1.8%,2.7,-12.6%,-5.8%,9.1%,18.2%,-0.2,0.1%,9.4%,-0.7%,2.6%
CC(C(=O)Nc1ccc(F)cc1Cl)N(C)CCOc1ccccc1 (centres undefined),2.4%,18.3,nt,0.7%,-1.4%,7.9%,2.7,-0.5%,?,-1.7%,-3.0%
CCOCCCn1c(=NC(=O)c2ccc(OC)c(OC)c2)c(C#N)cc2c(=O)n3cccc(C)c3nc21,1.1%,nt,1.0%,nt,?,nt,1.8,-0.2%,-14.4%,-2.4%,nt
COC(=O)c1cnn(-c2ccc(C)c(C)c2)c1-n1cccc1,-4.3%,19.7,1.4%,-3.9%,14.4%,-2.4%,2.0,-0.2%,-25.8%,-0.5%,0.7%
CC(C)CCC(C(=O)O)C(C)CC(=O)NC1CCCCC1 (centres undefined),5.7%,1.8,-2.8%,-0.9%,0.4%,14.8%,0.9,-0.3%,-28.7%,0.3%,2.3%
O=C(COC(=O)/C=C/c1ccccc1[N+](=O)[O-])NC1CC1,0.6%,15.4,-0.9%,-0.6%,-3.1%,-22.8%,1.3,0.0%,3.2%,9.9%,1.7%
CCS(=O)(=O)c1ncc(Cl)c(C(=O)Nc2ccc(C)cc2)n1,-19.1%,-27.6,-1.3%[11.5 µM],-8.9%,?,-52.1%[inhibitor],0.2,-0.5%,77.0%[activator],5.8%,-2.9%
COc1cc(S(=O)(=O)N2CCN(C(=O)C3CC3)CC2)ccc1NC(C)=O,2.4%,-3.3,nt,-2.1%,-0.4%,1.2%,nt,-1.2%,nt,nt,3.2%
COc1cc(C2CC(=O)C3=C(C2)Nc2ncnn2C3c2cccs2)cc(OC)c1OC (centres undefined),0.7%,2.4,-0.4%,1.2%,-0.8%,-21.8%,7.1,0.2%,nt,-4.4%,nt
C/C=C(\C)CN1CCN(c2ccc(C)cc2)CC1,3.6%,-3.7,-2.3%,-5.6%,?,3.2%,-0.1,0.3%,-0.8%,0.5%,-0.1%
CC(=O)Nc1ccc(NC(=O)CC(NC(=O)c2ccccc2)c2ccccc2)cc1 (centres undefined),1.0%,-0.8,nt,-3.3%,-0.9%,-1.1%,-1.3,-0.9%,?,-1.5%,-3.7%
Cc1cc(C)c(C(=O)O)c(CC(C)(C)C(=O)O)c1,0.0%,-15.1,-8.9%,-0.7%,0.3%,0.7%,-5.3,-0.6%,nt,nt,4.0%
Cc1ccc(/C=C2\Sc3ccccc3C2=O)s1,-4.4%,-11.8,-16.0%,-9.1%,?,-22.4%,-0.2,0.1%,?,4.5%,?
Cc1c(-c2cccc(Cl)c2)nc2ccccc2c1C(=O)NC1CC1,1.9%,-2.4,nt,-2.5%,?,?,nt,-0.4%,nt,-8.0%,-2.6%
COCCn1c(SCC(=O)Nc2ccc(F)cc2)nc2c([nH]c3ccccc32)c1=O,0.9%,-20.7,-1.3%,-3.0%,3.4%,-20.2%,0.5,-0.4%,-0.9%,1.5%,-0.5%
CCOc1c(OC)ccc2c3c(c(=O)oc12)CCCC3,2.3%,4.3,-1.7%,-6.7%,9.5%,17.9%[7.66 µM],2.0,-0.3%,-11.8%,0.1%,0.0%
CCc1ccc(-c2cc(C(=O)NCc3ccco3)c3ccccc3n2)s1,-3.0%,1.5,11.0%,1.4%,23.5%,-24.0%,nt,3.0%,?,0.8%,222.0%[activator]
CCc1ccc(C(=O)NNc2ccc(F)cc2)cc1,-9.1%,0.8,-0.6%,1.0%,-8.6%,3.0%,2.4,-0.3%,nt,nt,-1.4%
N#Cc1c(-c2cccc([N+](=O)[O-])c2)nc2n(c1=O)CCS2,-1.4%,-10.7,nt,-1.1%,-2.2%,-15.2%,1.8,-1.2%,9.1%,-1.8%,-0.4%
O=C(Nc1ccc(Oc2ccccc2)cc1)c1ccc(Cn2c(=O)[nH]c3ccsc3c2=O)cc1,-0.5%,16.1,-1.9%,0.9%,0.1%,11.2%,0.7,-0.8%,24.3%,nt,13.8%
